# GPT2 inh: GPT2 alanine aminotransferase inhibition. Q8TD30. Recombinant GPT2, coupled pyruvate oxidase/HRP Amplex Red fluorescence. Potency, µM (top dose mostly 57.7 µM), for inactives: top-dose activity change, negative = inhibition, actives largely listed as inhibitors. hit rate 0.25% among 100,000. AID 1671188; note: potency is the fitted concentration of half-maximal effect; nearly all actives have a fitted effect of over 60% in size; many of its hits are not listed in these tables
# Target sequence (Q8TD30 whole entry, looked up): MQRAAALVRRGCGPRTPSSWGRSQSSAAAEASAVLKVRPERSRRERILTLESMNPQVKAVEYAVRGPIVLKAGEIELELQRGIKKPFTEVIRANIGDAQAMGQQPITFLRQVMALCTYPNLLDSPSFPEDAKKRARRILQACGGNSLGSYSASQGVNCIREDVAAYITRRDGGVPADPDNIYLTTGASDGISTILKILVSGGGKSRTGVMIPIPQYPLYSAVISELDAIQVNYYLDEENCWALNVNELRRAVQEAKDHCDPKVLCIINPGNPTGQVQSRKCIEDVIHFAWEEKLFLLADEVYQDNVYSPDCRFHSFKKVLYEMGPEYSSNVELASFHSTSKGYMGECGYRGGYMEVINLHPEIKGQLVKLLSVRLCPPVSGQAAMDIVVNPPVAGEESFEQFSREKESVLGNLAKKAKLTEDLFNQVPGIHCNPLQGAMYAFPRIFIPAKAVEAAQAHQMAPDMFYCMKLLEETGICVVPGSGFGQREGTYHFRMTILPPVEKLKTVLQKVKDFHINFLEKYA
#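 GPT2 10ng/uL, a-KG 250uM, L-Ala 2mM, HEPES pH7.5 + 0.0001% Tween; 30 min RT. Then Amplex mix (PO/HRP/ThPP), 30 min RT dark, fluorescence. AOA 50uM used as positive control.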
# SNCA expr inhib: reduces expression of the alpha-synuclein gene; HEK-293 SNCA-luciferase knock-in, luminescence, 24 h; Potency, µM (top dose mostly 57.2 µM), without a hit: at the highest dose activity change, negative = inhibition, usual class: inhibitors; hit rate 0.17% among 140,000;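 note: potency is the fitted concentration of half-maximal effect; plate controls were DMSO cells for no effect and cell-free wells for full effect; nearly all actives have a fitted effect of over 45% in size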
# HEK293 tox: kills HEK 293 cells; HEK 293 viability, ATP luminescence (CellTiter-Glo), 48-72 h; Potency, µM (titrated, usually from 115 µM), for the others: at the top dose activity change, negative = cytotoxicity, hits mostly inhibitors; hit rate 6.6% among 94,000; note: potency is the fitted concentration of half-maximal effect; nearly all actives have a fitted effect of over 60% in size
#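 ATP-coupled CellTiter-Glo luminescence served as viability read-out, recorded 10 min after reagent addition at room temperature. HEK 293 cells, 250 cells/well, had been incubated with pintool-transferred compound for 48 or 72 hr at 37 degree Celsius.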
# IP6K1 inh: blocks human inositol hexakisphosphate kinase 1 | IP6K1 kinase, ADP-Glo luminescence, 2 h; stronger effect = lower value | activity change, % (series mostly up to about 58 µM) | hit rate 0.81% among 140,000 | AID 1645851; in the data active = activity change below about -25%
# Target sequence (Q92551 whole entry, looked up): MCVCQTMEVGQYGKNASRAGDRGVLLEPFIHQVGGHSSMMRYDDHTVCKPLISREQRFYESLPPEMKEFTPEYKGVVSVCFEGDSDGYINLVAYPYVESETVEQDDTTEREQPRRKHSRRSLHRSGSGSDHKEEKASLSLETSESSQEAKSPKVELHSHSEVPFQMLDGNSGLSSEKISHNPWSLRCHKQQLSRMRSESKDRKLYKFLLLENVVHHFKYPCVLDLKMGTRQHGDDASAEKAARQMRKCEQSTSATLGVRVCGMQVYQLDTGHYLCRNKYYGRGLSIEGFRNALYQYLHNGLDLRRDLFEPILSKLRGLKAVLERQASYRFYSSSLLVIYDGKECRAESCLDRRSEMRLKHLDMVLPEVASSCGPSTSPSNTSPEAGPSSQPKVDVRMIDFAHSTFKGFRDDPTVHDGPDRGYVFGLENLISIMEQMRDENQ
#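 ADP-Glo luminescence measures ADP made by human IP6K1 during a 2 h RT reaction with ATP/IP6 (mix at 1.3 mM/130 uM); top library doses 57.5 and 19.1 uM final.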
# FLuc inh: blocks purified firefly luciferase enzyme activity. Potency, µM (highest dose often 115 µM), inactives show at the top dose activity change, negative = inhibition, most hits filed as inhibitors. purified P. pyralis luciferase, luminescence, biochemical. AID 1347043. hit rate 2.5% among 76,000; note: potency is the fitted concentration of half-maximal effect; nearly all actives have a fitted effect of over 65% in size
#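 Inhibitors were tested against purified firefly luciferase in a biochemical, low-substrate format (both substrates at 10uM) and luminescence measured with a CCD imager.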
# 3T3 cytotox: cytotoxic compounds in NIH 3T3 cells; hit rate 4.3% among 94,000; NIH 3T3 viability, CellTiter-Glo ATP luminescence, 48-72 h; Potency, µM (doses to about 96.7 µM), for inactives: top-dose activity change, negative = cytotoxicity, actives largely listed as inhibitors; note: potency is the fitted concentration of half-maximal effect; nearly all actives have a fitted effect of over 55% in size
#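 NIH 3T3 cells at 400 cells/well received 23 nL of compound by pintool and were incubated 48 or 72 h at 37 °C. Viability was read as ATP-coupled CellTiter-Glo luminescence.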
# HEK293 viab: cell viability loss counter-screen; HEK-293-SNCA-luc viability, GF-AFC fluorescence, 24 h; Potency, µM (doses to about 57.1 µM), without a hit: at the top dose activity change, negative = cytotoxicity, most hits filed as cytotoxic; hit rate 0.12% among 150,000; AID 1671193;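 note: potency is the fitted concentration of half-maximal effect; 0% = DMSO-treated cells and -100% = medium-only wells without cells; nearly all actives have a fitted effect of over 30% in size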
#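 HEK-293-SNCA-luc cells (1500/well) plated 24 h, then exposed 24 h to a dilution series; GF-AFC added 30 min at 37C, fluorescence 405/540 nm; normalised to medium-only and DMSO wells, Hill fit.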
# Numbers without * were called inactive; i = inactive; ? = inconclusive; . = not tested or not shown; [ ] = dose if it differs, or a comment. Unless noted, calls come from the whole dose curve; as a rule, active = well fitted curve in the direction sought with a large enough effect; inconclusive = small, poorly fitted or top-dose-only effect, or another doubt; inactive = no such curve, though single readings can be large; an effect the other way counts as inactive or inconclusive. Unless noted, % is set by controls: 0 for no effect and ±100 for the full control effect.
no. | structure | GPT2 inh | SNCA expr inhib | HEK293 tox | IP6K1 inh | FLuc inh | 3T3 cytotox | HEK293 viab
1 | O=C(NC1CCCCC1)C1CN(S(=O)(=O)c2ccccc2Cl)CC12CCOCC2 (centres undefined) | i | -6% | -20% | 19 | 4% | ? | -10%
2 | CCOC(=O)c1c(NC(C)=O)c2c3c(sc2n1Cc1nc(-c2ccccc2C)oc1C)CCCC3 | . | 14% | . | 40 | . | . | -8%
3 | O=C(NCCNC(=O)c1cccc(-c2ccsc2)c1)Nc1ccccc1 | -3% | 27% | ? | -24 | . | ? | 6%[12.5 µM]
4 | COc1ccc(-c2nc(C3CC(=O)N(c4ccc(F)cc4)C3)no2)c(OC)c1 (centres undefined) | i | 52%[activator] | ? | 2 | -7% | ? | 12%
5 | Cc1ccc(S(=O)(=O)Cc2nc(-c3ccc(C(=O)NCc4ccccc4)cc3)oc2C)cc1 | . | -5% | . | -1 | . | . | 5%
6 | CNC(=O)c1cc(C2CC2)nc2onc(C3CCN(C(=O)c4ccccc4OC)CC3)c12 | . | . | -7% | -3 | . | -21% | .
7 | Cc1ccc(NC(=O)Cn2c(N3CCc4ccccc4C3)nc(C)cc2=O)c(C)c1 | -9% | 1% | ? | 2 | 6% | ? | -5%
8 | CCCCC12CN3CC(C)(CN(C1)C3c1ccc(O)c(OC)c1)C2=O (centres undefined) | . | 0% | . | -4 | . | . | -1%
9 | COc1ccc(N2CC(NC(=O)C3CCCCC3)CC2=O)cc1 (centres undefined) | . | -22% | . | -2 | . | . | 0%
10 | O=C1[C@H]2CN(Cc3cccc(Br)c3)C[C@H]2C(=O)N1Cc1ccc2c(c1)OCO2 | i | ? | ? | -13 | 0% | ? | -19%
11 | Cc1ccc2c(CC(=O)N3CCOc4ccc(CN5CCOCC5)cc4C3)cc(=O)oc2c1 | ? | 7% | -2% | 10 | -12% | -7% | -3%
12 | COCC(=O)Nc1cc(-c2ccccn2)nn1-c1ccccc1 | i | 0%[87.6 µM] | 4%[172 µM] | -23 | . | -19%[138 µM] | 3%[87.6 µM]
13 | COc1ccccc1NC(=O)C1CCC(CNS(=O)(=O)c2ccc3c(c2)CC(C)N3C(C)=O)CC1 (centres undefined) | . | ? | . | 10 | . | . | ?
14 | O=C(c1ccsc1)N1CCC2(CC1)CC(OCC1CC1)CCO2 (centres undefined) | 2% | 5% | 12% | 2 | -4% | -8% | 8%[12.5 µM]
15 | Cc1noc(C)c1-c1cc2cc(CO)oc2c(NC2CCOCC2)n1 | -26%[88.5 µM] | 86%[activator][87.6 µM] | ? | 9 | 3%[172 µM] | 25µM* | 16%[87.6 µM]
16 | CCc1ccc(-n2nc(CO)c(C(=O)NC)n2)cc1 | . | -3% | . | 25 | . | . | -1%
17 | O=C(c1ccc(F)cc1)N1CCCC(c2nn(-c3ccc(Cl)cc3)c(=O)[nH]2)C1 (centres undefined) | -4% | -2% | ? | 19 | 0% | ? | -2%
18 | c1cc2nnc(C3CC3)n2nc1N1CCCC1 | i | 56%[activator] | 3% | 3 | -5% | ? | 11%
19 | O=C(CN1C(=O)C2(SCC(=O)N2c2ccccc2)c2ccccc21)NCc1ccccc1Cl (centres undefined) | . | -22% | . | -1 | . | . | 6%
20 | N#Cc1ccc(CN2CCN(c3nccc(Cl)n3)C(=O)C2)cc1 | i | -1%[87.6 µM] | ? | -7 | -2%[172 µM] | ? | -5%[87.6 µM]
21 | C=CCc1ccccc1OCc1nc2ccccc2n1CC | . | ? | . | 4 | . | . | 4%
22 | COc1ccc(C2(C(=O)N3CCC(Cc4nc(-c5ccccc5)n[nH]4)C3)CC2)cc1 (centres undefined) | -3% | -13% | ? | -6 | . | ? | ?
23 | O=C(CCc1ccccc1)N1CCC(CCOc2ccccc2F)C1 (centres undefined) | -24% | -21% | ? | 10 | -4% | ? | 10%
24 | O=C1CCN(CC(O)C(F)(F)F)c2ccccc2CCN1Cc1ccccc1 (centres undefined) | -17%[27.3 µM] | -10%[25.6 µM] | ? | 9 | . | -41%[46.1 µM] | -5%[23.9 µM]
25 | COCCn1c(C)cnc1CC1CCCN(Cc2ccc(F)c(F)c2)C1 (centres undefined) | i | -20% | ? | 2 | -5% | -15% | ?
26 | O=C(c1ccc(F)cc1)N1CCCC(n2cc(-c3nc(-c4ccccc4)no3)nn2)C1 (centres undefined) | 2% | ? | ? | 3 | ? | ? | ?
27 | CCC(C)/C=C(C)/C=C/C1=CC2=C(Cl)C(=O)C(C)(OC(C)=O)C(=O)C2=CN1C1CCCCN(C(CCC(N)=O)C(=O)O)C1=O (centres undefined) | -16%[17.1 µM] | . | . | 1 | . | . | -23%[23.9 µM]
28 | Cc1cc(=O)n(C(C)C(=O)NCc2ccccc2Cl)c2c1c(C)nn2-c1ccccc1 (centres undefined) | . | 25% | . | -14 | . | . | 0%
29 | Cn1ccc2c(C(=O)NCc3cccnc3)nc(-c3cccc(F)c3)cc21 | -1%[88.5 µM] | -8%[87.6 µM] | 89µM* | 2 | 0%[172 µM] | ? | -9%[87.6 µM]
30 | Cc1ccc(S(=O)(=O)CC(=O)Nc2sc3c(c2C#N)CCCCC3)cc1 | . | -19% | . | 5 | . | . | -1%

# Part of the list above, with each value named.
23: O=C(CCc1ccccc1)N1CCC(CCOc2ccccc2F)C1 (centres undefined)
  GPT2 inh: -24% | SNCA expr inhib: -21% | HEK293 tox: ? | IP6K1 inh: 10 | FLuc inh: -4% | 3T3 cytotox: ? | HEK293 viab: 10%
24: O=C1CCN(CC(O)C(F)(F)F)c2ccccc2CCN1Cc1ccccc1 (centres undefined)
  GPT2 inh: -17%[27.3 µM] | SNCA expr inhib: -10%[25.6 µM] | HEK293 tox: ? | IP6K1 inh: 9 | FLuc inh: . | 3T3 cytotox: -41%[46.1 µM] | HEK293 viab: -5%[23.9 µM]

# Back to the main list, repeating the 3 entries before the break.
no. | structure | GPT2 inh | SNCA expr inhib | HEK293 tox | IP6K1 inh | FLuc inh | 3T3 cytotox | HEK293 viab
28 | Cc1cc(=O)n(C(C)C(=O)NCc2ccccc2Cl)c2c1c(C)nn2-c1ccccc1 (centres undefined) | . | 25% | . | -14 | . | . | 0%
29 | Cn1ccc2c(C(=O)NCc3cccnc3)nc(-c3cccc(F)c3)cc21 | -1%[88.5 µM] | -8%[87.6 µM] | 89µM* | 2 | 0%[172 µM] | ? | -9%[87.6 µM]
30 | Cc1ccc(S(=O)(=O)CC(=O)Nc2sc3c(c2C#N)CCCCC3)cc1 | . | -19% | . | 5 | . | . | -1%
31 | Cc1ccc(-n2c(=O)c3c(c4cc(C)ccc4n3C)n(CC(=O)N3CCCC3)c2=O)cc1 | . | -18% | . | -5 | . | . | -16%
32 | CCn1c(C(=O)NCc2ccc(OC)cc2)cc2sc(Cl)cc21 | . | 32%[activator] | . | 49 | . | . | -1%
33 | Cn1cnnc1CC1CCN(C(=O)c2cc(F)ccc2F)CC1 | i | ? | i | 0 | -3% | -5% | -12%
34 | CC(C)NC(=O)c1cc(-c2ccccc2F)cc2c1OCCN2Cc1cccnc1 | 0%[88.5 µM] | ? | 89µM* | -15 | -32%[172 µM] | 79µM* | ?
35 | CCOC(=O)c1[nH]c2ccccc2c1NC(=O)c1ccccc1F | . | 33%[activator] | . | 0 | . | . | -13%
36 | COc1ccc(C(=O)N2CCC(c3nn(-c4ccccc4)c(=O)[nH]3)CC2)cc1 | i | 5% | -12% | 0 | 2% | -20% | -11%
37 | COCCCN1CC2(CCN(C(=O)CCn3cc(C)cn3)CC2)CC1=O | -5% | -14% | -14% | -4 | -3% | -18% | 2%
38 | CCn1cc(NC(=O)C[C@H]2NC(=O)c3ccccc3NC2=O)c(C)n1 | i | -4% | 0% | -10 | 12% | i | -1%
39 | CCC(C)C1NC(=O)C2CCCN2C(=O)C(NC(C)=O)C(C)OC(=O)C(Cc2ccc(OC)cc2)N(C)C(=O)C2CCCN2C(=O)C(C(C)C)NC1=O (centres undefined) | i | . | . | -4 | . | . | 17%[23.9 µM]
40 | O=C(O)CCC(=O)N1Cc2ccccc2CC2(CCCCN2CC2CCCC2)C1 (centres undefined) | i | 8% | -6% | -1 | . | -3% | 8%
41 | CNC(=O)[C@@H]1CN(S(=O)(=O)C(C)C)C[C@H]1COC | i | -1% | 0% | 1 | -2% | 5% | 0%
42 | O=C(NCCc1ccc(F)cc1)C1CCN(Cc2ccccc2-c2ccccc2F)CC1 | . | . | 28µM* | 12 | . | 35µM* | .
43 | CCn1cc(S(=O)(=O)N2C[C@@H](C(N)=O)[C@H](c3nc(C)no3)C2)cn1 | i | 28% | 1% | 21 | 7% | -2% | 4%
44 | CCc1ccc(-c2nn(CC(=O)Nc3ccccc3C)c3c2cnc2ccc(C)cc23)cc1 | . | 34%[activator] | . | 9 | . | . | 3%
45 | O=C1c2cnc(-c3ccccc3)nc2OCCN1c1cccc(C(F)(F)F)c1 | -15%[88.5 µM] | 64%[activator][87.6 µM] | ? | 14 | ? | ? | -6%[87.6 µM]
46 | CCCN(CCC)CCCNC(=O)Cn1cnc2sc(C)c(S(=O)(=O)N3CCCCC3)c2c1=O | . | 1% | . | -27* | . | . | 6%
47 | O=C(NC1CCCc2c1[nH]c1ccc(F)cc21)c1cccs1 (centres undefined) | -13% | -8% | ? | -6 | 1% | -27% | -14%
48 | CCOC(=O)c1c(C)c(-c2ccccc2)n(CC(=O)NCCc2ccc(C)cc2)c1C | . | -1% | . | 1 | . | . | 13%
49 | Cc1cc(C(=O)N2C[C@@H](Oc3ccccc3)C[C@H]2C(=O)N2CCCC2)n(C)n1 | i | -9% | -15% | 45 | -6% | 0% | -13%
50 | CSCC(=O)N1C[C@@H](NC(=O)Nc2ccc(F)cc2F)C[C@H]1C(=O)N(C)CC(N)=O | -12% | 5% | i | 5 | 13% | -1% | 2%
51 | COc1ccccc1NC(=O)N1CC=C(c2c[nH]c3ccccc23)CC1 | . | 39%[activator] | . | 14 | . | . | 3%
52 | Cn1ccnc1CN1C(=O)CO[C@H]2CN(Cc3ccc(S(C)(=O)=O)cc3)C[C@H]21 | ? | 14%[87.6 µM] | -40%[172 µM] | 15 | 2%[172 µM] | -10%[174 µM] | -9%[87.6 µM]
53 | Cc1ccc2c(c1)c(=O)c(C(=O)c1ccncc1)cn2CC(=O)Nc1ccc(C(C)C)cc1 | . | -17% | . | 34 | . | . | -21%
54 | CCOC(=O)C1=C(CNCc2ccc(Cl)cc2)NC(=O)NC1c1ccccc1 (centres undefined) | . | 2% | . | 5 | . | . | -5%
55 | Cc1nc(CCNS(=O)(=O)c2ccc(Cl)c(C)c2)no1 | -11% | 8% | -6% | 4 | -3% | -13% | 3%
56 | CC1(c2ccccc2)CCCN(C(=O)c2ccnc(-n3cnnc3)c2)C1 (centres undefined) | -15% | 1% | ? | 0 | 8% | ? | 0%
57 | O=C(CC1CCCCN(Cc2ccccc2)C1=O)NC1CCCCC1 (centres undefined) | i | 3% | ? | -6 | . | ? | 6%

# Copied from the list:
# Result of compound 53 under HEK293 viab: -21%
# Result of compound 36 under FLuc inh: 2%

# Screening results as filed in PubChem.
